# DNA FID counter = counter-screen for HCV NS3 helicase inhibitors: DNA intercalator displacement; DNA fluorescent intercalator displacement, fluorescence; inhibition, % at 7.9 µM; 290,000 tested, 0.17% active; AID 1845; in the data active = inhibition above about 37%;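 also: 0% = vehicle and 100% = reference compound; higher means more ethidium bromide displaced from hairpin DNA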
# CRFR2-BP ag = agonists of human CRF-binding protein/CRF-R2 receptor complex; HEK293 CRF-R2/CRF-BP, calcium dye fluorescence (FLIPR); percent of saturating CRF peptide response; activation, % at 13.2 µM; 350,000 tested, 0.46% active; AID 588473;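 active = activation of at least 50%, plus an integration ratio under a set limit after plate pattern correction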;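 also: plate controls were neutral control wells without compound for no effect and CRF at EC100 for full effect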
# HCV NS3 hel inh = HCV NS3 helicase inhibition. NS3 helicase DNA unwinding, Cy5 molecular beacon fluorescence. inhibition, % at 10.9 µM. 290,000 tested, 0.56% active. AID 1800;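 active = inhibition above the mean of all tested compounds plus 3 SD, set per campaign, cut at about 35% in these data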;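 also: 0% = DMSO wells and 100% = thioflavine S control wells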
#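 Test system: hepatitis C virus NS3 helicase domain fragment enzyme. Also added: annealed dual-labelled DNA beacon duplex, ATP-started. Timing: 60 min unwinding reaction at 25 °C after ATP addition. Technique: Cy5 fluorescence. Measure: % inhibition of unwinding.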
# SUMO HTRF inh = blocks human SUMOylation mediated by UBC9 | P63279 | HTRF SUMOylation assay, SAE1/SAE2 + UBC9, in vitro | inhibition, % at 35 µM | 290,000 tested, 0.36% active | AID 2006; in the data active = inhibition above about 50%, passing the limit was not always enough; inconclusive = no clear call, values can overlap the other calls; also: strong numbers were not always called active
# Target sequence (P63279 whole entry, looked up): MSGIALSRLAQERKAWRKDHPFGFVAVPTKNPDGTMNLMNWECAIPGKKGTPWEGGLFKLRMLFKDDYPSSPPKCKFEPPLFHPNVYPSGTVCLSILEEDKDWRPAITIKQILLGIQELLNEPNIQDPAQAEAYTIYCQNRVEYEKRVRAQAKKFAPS
# MEKK3 PB1 HTS = raises or lowers MEK5 binding to the human MEKK3 PB1 domain; Q99759; bead-based flow cytometry, Alexa488-MEK5 binding to MEKK3; actives lie on both sides; 0 = blocked by unlabeled MEK5, 100 = vehicle; binding response (% of control), % at 10 µM; 290,000 tested, 1.4% active; AID 1529;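 active = binding response more than 3 SD above or below the average of its plate-row segment, actives on both sides; inconclusive = wells at one plate position flagged as instrument error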;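 also: Alexa488 bead fluorescence after subtracting the streptavidin-only scavenger bead signal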
# Target sequence (Q99759 whole entry, looked up, the tested form may be a part): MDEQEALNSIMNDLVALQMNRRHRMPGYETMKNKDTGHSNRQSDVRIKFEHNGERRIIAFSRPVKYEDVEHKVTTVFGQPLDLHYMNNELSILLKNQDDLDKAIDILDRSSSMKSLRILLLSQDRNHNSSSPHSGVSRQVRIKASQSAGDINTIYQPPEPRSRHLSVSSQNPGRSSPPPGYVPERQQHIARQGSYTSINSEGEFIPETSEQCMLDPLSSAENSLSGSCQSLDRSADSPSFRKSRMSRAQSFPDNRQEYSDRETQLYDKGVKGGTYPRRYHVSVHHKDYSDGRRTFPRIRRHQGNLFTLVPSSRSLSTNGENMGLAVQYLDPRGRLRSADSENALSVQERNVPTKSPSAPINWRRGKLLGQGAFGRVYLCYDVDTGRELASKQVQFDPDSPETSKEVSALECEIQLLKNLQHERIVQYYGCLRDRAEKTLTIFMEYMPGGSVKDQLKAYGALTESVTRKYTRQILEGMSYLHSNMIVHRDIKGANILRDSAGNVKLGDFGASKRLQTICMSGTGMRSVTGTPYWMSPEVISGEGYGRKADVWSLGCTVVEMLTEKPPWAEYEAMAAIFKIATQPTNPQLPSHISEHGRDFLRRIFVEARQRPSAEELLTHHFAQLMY
# CRFR2-BP antag = blocks CRF-induced signaling of the CRF-BP/CRF-R2 complex; HEK293 CRF-R2/CRF-BP, CRF-induced calcium fluorescence; inhibition, % at 11.8 µM; 350,000 tested, 0.59% active; AID 588475;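 active = inhibition of the ligand-induced calcium signal above about 50% at the single tested concentration, limit read from the data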
# MEKK2 WT-MEK5 = raises or lowers MEK5 binding to wildtype human MEKK2 PB1 domain; bead flow cytometry, Alexa488-MEK5 binding to MEKK2 WT; actives lie on both sides; binding response (% of control), % at 10 µM; 290,000 tested, 1.1% active; in the data active = binding response below about 67% or above about 130%; inconclusive = no clear call, values can overlap the other calls; inactive = in between
# GalR3 antag = blocks the human galanin receptor 3. AID 651719. HEK293 GalR3-CNG cAMP membrane potential fluorescence; galR3 body fused to GalR1 C-terminus. O60755. inhibition, % at 3 µM. 360,000 tested, 0.44% active;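 active = inhibition above the screen-wide average plus 3 SD, cut at about 13% in these data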;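 also: forskolin and galanin both at EC90 stimulate the cells; cAMP rise reported by CNG channel membrane potential dye signal; 0% = forskolin plus galanin with DMSO and 100% = forskolin alone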
# Target sequence (O60755 1-299 limits assumed): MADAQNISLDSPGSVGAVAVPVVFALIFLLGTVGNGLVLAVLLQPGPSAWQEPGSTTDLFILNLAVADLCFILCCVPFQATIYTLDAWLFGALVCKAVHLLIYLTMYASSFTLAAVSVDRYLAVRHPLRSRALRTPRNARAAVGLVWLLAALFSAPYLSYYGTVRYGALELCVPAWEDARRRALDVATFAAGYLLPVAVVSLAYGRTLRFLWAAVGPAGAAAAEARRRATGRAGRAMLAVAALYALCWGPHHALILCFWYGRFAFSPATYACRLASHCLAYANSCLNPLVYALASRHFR
# MEKK2mut PB1 HTS = signal of MEK5 binding to mutant human MEKK2 PB1 domain; bead flow cytometry, Alexa488-MEK5 binding to MEKK2 mutant; percent response, % at 10 µM; 290,000 tested, 0.35% active; AID 1530; in the data active = percent response above about 24%, passing the limit was not always enough; also: inactives centre near 1; some results filed as inactive read as strong as hits; reference of the scale not given here
# * hit, by the source's call; ? = inconclusive; · = no result given; & = joins results of further samples; [ ] = another dose, or the depositor's remark.
SMILES,DNA FID counter,CRFR2-BP ag,HCV NS3 hel inh,SUMO HTRF inh,MEKK3 PB1 HTS,CRFR2-BP antag,MEKK2 WT-MEK5,GalR3 antag,MEKK2mut PB1 HTS
COc1ccc(C2SCC(=O)N2c2nc3ccccc3s2)cc1 (centres undefined),-4,-2.4,-1,2,103,5,86,2,-7
CCOc1ccc(CCNC(=O)COC(=O)/C=C/c2ccco2)cc1OCC,-32,0.8,11,8,106,16,109,-7,6
Cc1ccc(CNCC(O)(c2ccc(F)cc2)c2ccc(F)cc2)cc1,16,9.2,-38,-4,103,-57,110,-10,6
CC(C)Oc1ccc(C(CC(=O)O)n2cnnn2)cc1 (centres undefined),2,-2.4,-14,7,109,2,98,0,-3
COc1ccc(C(=O)NC2CCN(C(=S)Nc3ccc(C)cc3)CC2)cc1,-4,1.0,-3,-2,102,-1,102,-6,4
COc1ccc(/C=N/Nc2cc(C)nc3ccccc23)cc1,33,-1.7,-62,-1,112,5,228*,2,43*
C/C(CC(=O)Nc1ccc(Cl)cc1C(F)(F)F)=N\NC(=O)c1cccs1,-16,0.7,-13,15,101,3,99,-6,-2
CC(C)CC(CO)N1CCN(C(=O)c2cccc(C(F)(F)F)c2)CCC1=O (centres undefined),-21,-0.4,4,0,108,-2,95,3,-2
CCN(CC(=O)N1CCCC1)S(=O)(=O)c1cc(C)ccc1OC,-7,0.3,3,11,99,1,102,-9,1
COc1cccc(CNC(=O)C2CCCN(S(=O)(=O)c3c(C)n[nH]c3C)C2)c1 (centres undefined),-4,0.8,-5,-7,99,-3,102,1,-1
CC(C(=O)Nc1ccccc1F)N1CCN(C)CC1 (centres undefined),2,·,5,3,101,·,102,·,1
COC(=O)c1ccc(Oc2ccc(C(C)(C)C)cc2)c([N+](=O)[O-])c1,3,2.7,5,-7,·,-12,·,-2,·
CCN(CC)CCOc1c(Br)ccc2c1sc1nc3n(c(=O)c12)CCC3,16,-0.1,1,17,103,-9,115,-3,7
N#CC(C#N)=c1ccc2c(c1)N1C(c3ccccc3)=CC(c3ccccc3)C3CCCCC31N=2 (centres undefined),0,-0.9,5,-41,27*[inhibitor],6,91,-3,-33
Cc1ccc(OCC(O)CN2CCCC2)cc1 (centres undefined),-4,-0.6,2,-10,102,10,108,-12,4
CCOC(=O)c1ccc(NC(=S)NCCCn2ccnc2)cc1,16,0.8,-4,19,80,-3,95,-5,-6
COc1cc(/C=C2\SC(=O)N(Cc3ccc(F)cc3)C2=O)cc([N+](=O)[O-])c1O,-5,-8.7,29,18,99,43,99,4,-2
COc1ccc(CN2CCN(c3cc(C)nc4c5c(C)cc(C)nc5nn34)CC2)cc1F,·,1.0,·,32,94,14,96,-5,-8
CCOC(=O)C1CCN(C(c2cc3ccc(C)c(C)c3[nH]c2=O)c2nnnn2C2CCCCC2)CC1 (centres undefined),-1,1.3,10,16,105,4,104,-6,8
CCCN(CCC)C(=O)Cn1c(=O)c2ccccc2n2c(=S)sc(-c3ccccc3C)c12,-4,40,1,-15,99,-178,95,-3,-1

# Brought forward from above: 3 entries, then new ones.
SMILES,DNA FID counter,CRFR2-BP ag,HCV NS3 hel inh,SUMO HTRF inh,MEKK3 PB1 HTS,CRFR2-BP antag,MEKK2 WT-MEK5,GalR3 antag,MEKK2mut PB1 HTS
COc1ccc(CN2CCN(c3cc(C)nc4c5c(C)cc(C)nc5nn34)CC2)cc1F,·,1.0,·,32,94,14,96,-5,-8
CCOC(=O)C1CCN(C(c2cc3ccc(C)c(C)c3[nH]c2=O)c2nnnn2C2CCCCC2)CC1 (centres undefined),-1,1.3,10,16,105,4,104,-6,8
CCCN(CCC)C(=O)Cn1c(=O)c2ccccc2n2c(=S)sc(-c3ccccc3C)c12,-4,40,1,-15,99,-178,95,-3,-1
CC(C)(C)C1C=C(Sc2ccccc2)C(=O)O1 (centres undefined),-3,-0.4,2,-10,104,15,96,-12,-1
Cc1ccc(C(=O)Nc2ccc(C(=O)N3CCCCC3)cc2)o1,-23,-1.6,-1,7,108,11,115,-3,9
CCSC(=S)c1c(C)[nH]n(-c2ccccc2)c1=O,-6,12,4,22,106,28,102,-1,5
Cc1ccccc1C(OCCN(C)C)c1ccccc1 (centres undefined),7&13,-0.3&-1.5,-4&-6,-7&0,86&108,-4&-18,105&84,·,-1&3
O=C(CNCc1cccc(Cl)c1)N1CCc2ccccc2C1,5,-6.2,-3,17,102,-27,102,-9,3
O=C(Nc1nnc(C2=COCCO2)o1)c1ccc(S(=O)(=O)N2CCOCC2)cc1,-5,-0.7,-5,1,99,6,106,-4,0
Cc1cc(C)n2cc(CSc3nc4cc(Cl)ccc4o3)nc2n1,-8,-2.3,-1,2,102,9,106,-1,2
COCCNC(=S)N/N=C/c1ccc(OCc2ccc(C(=O)OC)cc2)c(OC)c1,-12,-0.1,4,-12,94,-6,94,·,-2
Cc1ccc2nc(/N=C(\N)NC(=O)NC3CCCCC3)nc(C)c2c1,6,1.0,-73,22,103,2,141*,-11,25
O=C(COc1ccc(F)cc1)N(Cc1ccco1)C1CCS(=O)(=O)C1 (centres undefined),-10,0.1,-2,-4,102,-6,104,-8,0
Cn1c(=O)c2c(nc(N3CCCCC3)n2CC(O)COc2ccccc2)n(C)c1=O (centres undefined),-24,-1.3,-2,11,110,11,119,-5,7
CCn1c(CSc2nc(C)cc(C)n2)nnc1SCC(=O)Nc1cccc2ccccc12,-31,-2.9,2,7,81,9,89,0,-8
COc1ccc(C(C(=O)NC2CCCC2)N(CCO)C(=O)Cn2nnc(-c3ccc(C)o3)n2)cc1OC (centres undefined),-32,-0.9,-7,19,105,4,106,8,1
Cc1cc(Br)ccc1OCCCCN1CCC(C)CC1,14,14,-26,-4,100,-50,111,-2,0
COc1ccc(C(C(=O)NC2CCCC2)N(Cc2ccccc2)C(=O)c2snc(C(N)=O)c2N)cc1OC (centres undefined),-31,0.9,-7,9,99,-40,96,-9,-4
COc1cccc(C2c3[nH]c4ccccc4c3C[C@H]3C(=O)N(c4ccccc4C(=O)N4CCC(C(=O)O)CC4)C(=O)N23)c1 (some centres undefined),-34,1.5,7,0,99,1,98,0,1
COc1ccc(N(C(=O)c2cccnc2)S(=O)(=O)c2ccc(Cl)cc2)cc1,-38,-1.2,-6,2,103,12,104,-2,4
COc1ccc(-n2cnnc2SCC(=O)NC2CCCc3ccccc32)cc1 (centres undefined),-28,-1.5,-13,-3,81,5,85,-5,-2
O=C(CCC(=O)Nc1ccc(Oc2ccccc2)cc1)NCCO,-5,3.0,3,-5,102,2,101,-3,3
O=C(CCCC(=O)NCC1CCCO1)NCC1CCCO1 (centres undefined),4,-1.8,10,16,98,7,103,3,1
COc1ccc(C#Cc2c(-c3ccc(OC)cc3)oc3ccc(-c4ccc(OC)cc4)cc23)cc1,·,-0.1,·,·,100,-1,98,-7,-4
O=C(Nc1ccc(C(=O)N2CCN(c3ccccc3)CC2)cc1)C1=CSCCO1,-49,1.1,-4,1,102,-6,100,-6,1
CC1CCN(c2ccc3nnc(CCC(=O)N4CCCCC4)n3n2)CC1,-41,-0.9,8,2,103,-9,98,-6,-2
O=C(CN1C(=O)C2CC=CCC2C1=O)NC1CCCc2ccccc21 (centres undefined),-8,-0.7,-6,1,101,4,102,-3,2
COc1ccc(/C=N/NC(=O)CCc2ccccc2)cc1O,-4,0.0,-6,6,91,10,92,-5,-2
CCOC(=O)c1cnc(C(F)(F)F)nc1Oc1ccccc1,-3,-0.9,8,16,100,6,99,-1,-2
COC/C=C/C1=CC2=CC(=O)C(C)(OC(=O)c3cnc4ccccc4n3)C(=O)C2=CN1Cc1ccco1 (centres undefined),·,-0.6,·,·,97,1,99,-1,0
Cc1cc(NC(=O)c2ccco2)ccc1-n1cnnn1,-2,0.3,11,15,104,-4,104,-2,1
Cc1cccc(C(=O)N(NC(=O)Oc2ccccc2)C(C)(C)C)c1,-3,-0.6,7,-19,105,-29,97,-9,-1
Cc1ccc(-c2cc(C(=O)Nc3cc(C)on3)c3ccccc3n2)c(C)c1,-24,2.2,21,-12,104,-53,100,-1,-5
CC(=O)Nc1ccc(SC[C@H](CC(C)C)N2CCN(CCc3ccccc3)CCC2=O)cc1,·,-2.3,·,-4,87,0,79,0,5
COc1ccc(OC)c(CN2CCN(Cc3cc(OC)c(OC)c(OC)c3)CC2)c1,0,5.3,7,2,102,-9,102,-9,1
NC(=O)C1CC(=O)N(c2ccc(OCc3ccc(Cl)cc3)cc2)C1 (centres undefined),-8,-0.3,0,12,107,18,97,-6,-14
COc1ccc(CNC(=O)[C@@H](NC(=O)C2CCN(S(=O)(=O)c3ccc(C)cc3)CC2)C(C)C)cc1OC,-42,-0.8,-7,-15,99,3,99,-9,-5
CCC(=O)N1CCc2cc(Br)cc(S(=O)(=O)N3CCC(C(=O)NC(C)C)CC3)c21,-37,-0.2,14,1,99,-4,102,-4,1
CCC(C)c1ccccc1NC(=O)Cc1coc2cc3c(cc12)CCC3 (centres undefined),-16,1.0,0,-32,102,-12,98,-1,3
O=C(Cn1c(=O)c2cccn2c2cccnc21)N1CCN(c2ccc(Cl)cc2)CC1,-36,-1.2,-4,14,103,12,98,·,1
COc1ccc(C(=O)C[n+]2ccccc2/C=N/O)cc1,2,1.1,-1,12,92,30,92,0,-3
CSCC[C@H](NC(=O)c1nn(C)c(=O)c2ccccc12)c1nc2ccccc2[nH]1,-14,-1.5,1,4,106,-1,105,-2,4
O=C(Nc1ccccc1)N1CCC(C(=O)N2CCN(S(=O)(=O)c3cccc(F)c3)CC2)CC1,-21,-1.2,-3,4,105,-1,107,0,-1
O=C(CNC(=O)C12CC3CC(CC(C3)C1)C2)N1CCN(S(=O)(=O)c2cccs2)CC1,-10,-0.9,-4,10,94,-3,102,-3,-2
CCC1CCCCN1CCCNC(=O)c1cc2c(=O)oc3ccc(C)cc3c2s1 (centres undefined),25,4.5,-25,-11,102,6,153*,-7,14
Cc1oncc1C(=O)N1CCCC(CO)(Cc2ccc(F)cc2F)C1 (centres undefined),-10,1.3,3,-10,99,-13,101,0,-2
COC(=O)CCc1ccc(OCC(O)CNC(C)C)cc1 (centres undefined),·,-1.0,·,·,108,-16,108,·,2
COC(=O)c1ccc(NC(=O)C2CCCN2S(=O)(=O)c2ccc(F)cc2)cc1 (centres undefined),-5,-0.6,3,2,89,1,99,-2,-1
Cc1cc(C)cc(OCC(=O)Nc2ccc(F)cc2)c1,-7,0.8,-6,16,100,-7,101,-2,-1
N#Cc1c(NC(=O)CCC(=O)O)sc2c1CCCC2,-3,-0.7,-1,-2,?,-6,?,1,-52
CCCCOc1ccc(C(=O)OCC(=O)N2CCOCC2)cc1,-26,1.2,3,10,102,5,101,-7,1
CCCN(CC1CC1)c1nc(N)c(C#N)c(CC#N)c1C#N,-14,-4.1,-2,14,100,3,100,2,3
CC1=C(C(=O)OC2CCCC2)C(c2coc3ccccc3c2=O)C2=C(CC(C)(C)CC2=O)N1 (centres undefined),-19,-1.2,-1,19,93,5,91,-8,-6
CCC(Sc1nc(=O)cc(N)n1CCc1ccccc1)C(=O)Nc1ccccc1C#N (centres undefined),-6,0.7,-3,-6,98,-6,100,-2,-1

# Compound activity (PubChem BioAssay)

# Not all compounds are listed; the hit share may differ from the screen's.
